Mtb BioA inh – inhibitors of Mycobacterium tuberculosis BioA enzyme | purified M. tuberculosis BioA enzyme, plate reader | inhibition, % at 9.99 µM | hit rate 0.096% among 360,000; in the data active = inhibition above about 40%; inconclusive = no clear call, values can overlap the other calls
BoNT-F LC inh – blocks Botulinum neurotoxin F light chain protease | Multiplex microsphere protease cleavage assay, flow cytometry | inhibition, % at 10 µM | hit rate 0.22% among 360,000 | AID 588497; in the data active = inhibition above about 35%, passing the limit was not always enough; inconclusive = no clear call, values can overlap the other calls; note: plate controls were buffer without enzyme for full effect and enzyme alone for no effect
Mtb FBA inh – Mtb fructose-bisphosphate aldolase inhibition; P9WQA3; purified M. tuberculosis FBA, fluorescence read-out; inhibition, % at 1 µM; hit rate 2.3% among 360,000; in the data active = inhibition above about 27%;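 note: 0% = vehicle and 100% = reference inhibitor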
Target sequence (P9WQA3 whole entry, looked up): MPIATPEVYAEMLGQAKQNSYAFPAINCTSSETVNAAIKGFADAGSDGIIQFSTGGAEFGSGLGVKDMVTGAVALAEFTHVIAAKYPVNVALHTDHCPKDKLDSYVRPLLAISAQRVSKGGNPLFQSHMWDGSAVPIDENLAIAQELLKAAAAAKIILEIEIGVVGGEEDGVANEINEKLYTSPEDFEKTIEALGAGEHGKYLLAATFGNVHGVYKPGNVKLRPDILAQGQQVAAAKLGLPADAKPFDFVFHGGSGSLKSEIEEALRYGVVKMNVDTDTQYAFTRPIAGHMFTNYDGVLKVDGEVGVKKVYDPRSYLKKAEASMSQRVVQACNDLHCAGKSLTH
MazEF act – MazEF (E. coli) toxin RNase activation. P0AE70. activation, % at 20 µM. AID 504720. hit rate 0.32% among 350,000. FAM/BHQ RNA-DNA oligo cleavage fluorescence, 5 h; in the data active = activation above about 50%
Target sequence (P0AE70 whole entry, looked up): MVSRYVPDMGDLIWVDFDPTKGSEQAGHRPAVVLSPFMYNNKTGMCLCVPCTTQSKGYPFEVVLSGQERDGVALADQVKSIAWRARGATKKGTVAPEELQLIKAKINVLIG
PrPC surface inh – reduces human prion protein on the cell surface. P04156. cell surface PrPC, TR-FRET read-out. inhibition, % at 13.8 µM. hit rate 0.43% among 370,000; in the data active = inhibition above about 24%; note: 0% = median of the test wells and 100% = reference compound wells
FadD28 binding – M. tuberculosis FadD28 bisubstrate binding inhibition | FadD28 bisubstrate probe binding, fluorescence polarization | inhibition, % at 12.5 µM | hit rate 0.22% among 360,000 | AID 588549; in the data active = inhibition above about 8.5%, passing the limit was not always enough; inconclusive = no clear call, values can overlap the other calls
GDH-TPI inh – inhibits GDH-TPI coupling enzymes, artifact for Mtb FBA screen. GDH-TPI coupled enzyme counterscreen, NADH absorbance. inhibition, % at 4.8 µM. hit rate 1.2% among 360,000. AID 588335; in the data active = inhibition above about 30%;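 note: 0% = DMSO wells and 100% = wells lacking the enzyme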
UGM FP inh – inhibitors of M. tuberculosis UDP-galactopyranose mutase | P9WIQ1 | purified UGM, fluorescence polarization probe displacement | inhibition, % at 10 µM | hit rate 0.06% among 320,000 | AID 504406; in the data active = inhibition above about 10%, passing the limit was not always enough; inconclusive = no clear call, values can overlap the other calls
Target sequence (P9WIQ1 whole entry, looked up): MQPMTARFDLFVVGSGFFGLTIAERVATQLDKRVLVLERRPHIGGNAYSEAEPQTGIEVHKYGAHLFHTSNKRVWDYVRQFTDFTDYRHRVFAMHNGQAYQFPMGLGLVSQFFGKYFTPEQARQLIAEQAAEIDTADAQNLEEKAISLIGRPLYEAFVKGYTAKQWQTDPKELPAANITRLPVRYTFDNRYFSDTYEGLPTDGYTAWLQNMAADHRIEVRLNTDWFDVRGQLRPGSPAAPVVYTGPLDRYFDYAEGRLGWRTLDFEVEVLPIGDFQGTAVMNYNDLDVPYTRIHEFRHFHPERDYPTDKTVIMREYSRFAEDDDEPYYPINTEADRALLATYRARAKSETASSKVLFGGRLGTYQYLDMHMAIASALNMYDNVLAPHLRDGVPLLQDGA
Rv3671c protease – Rv3671c (M. tuberculosis) protease inhibition; hit rate 0.048% among 320,000; inhibition, % at 5.96 µM; AID 2606; P9WHR9; in the data active = inhibition above about 38%;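 note: extracellular domain of Rv3671c used as enzyme; 0% = enzyme with DMSO and 100% = no enzyme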
* hit, by the source's call; ? = inconclusive; nt = no result given.

SMILES | Mtb BioA inh | BoNT-F LC inh | Mtb FBA inh | MazEF act | PrPC surface inh | FadD28 binding | GDH-TPI inh | UGM FP inh | Rv3671c protease
Cc1ccc(CSc2nc3ccccc3cc2C=O)cc1 | 0.5 | 32 | 2 | -2 | 2 | -10 | 1 | 0.3 | -14
CCc1nc(SCc2ccccc2C)n[nH]1 | -0.1 | 1 | 4 | 5 | 0 | 1.8 | 12 | -2.3 | nt
Cc1nc(-c2ccc(C(=O)Nc3cccc(F)c3)cc2)cs1 | -0.2 | ? | 0 | 6 | 9 | -3.3 | -6 | 1.1 | -7
COc1ccc(CNC(=S)NCc2ccc(OC(C)C)cc2)cc1 | 0.0 | -2 | 1 | 1 | 3 | 1.9 | 8 | -4.1 | -17
Cc1ccc(NC(=O)/C=C/c2cccc([N+](=O)[O-])c2)nc1 | nt | -5 | -1 | -3 | 2 | -4.6 | -7 | 1.1 | -14
CC(C)c1nnc(NC(=O)CCC(=O)Nc2ccc3cn[nH]c3c2)s1 | nt | ? | 0 | -1 | 0 | -4.8 | 0 | 3.8 | -6
COc1ccc(S(=O)(=O)N(C)c2ccccc2)c2cccnc12 | -1.4 | 14 | 3 | -1 | 0 | -0.6 | 7 | 0.5 | 4
Cc1nn2cc(-c3ccc(-c4ccccc4)cc3)nc2s1 | 2.3 | -5 | 5 | 8 | 6 | 3.2 | 20 | -1.9 | -7
CN1C(=O)/C(=N\OC(=O)c2ccccc2Cl)c2ccccc21 | nt | -4 | 2 | 9 | -3 | 0.0 | -2 | -0.8 | -2
CC(Oc1ccccc1)C(=O)N1CCN(c2ncccn2)CC1 (stereo not given) | 4.7 | nt | 5 | 10 | 7 | -1.5 | 0 | 2.7 | -2
Cn1cc(C=C2C(=O)OC3(CCCCC3)OC2=O)c2ccccc21 | 0.2 | 11 | -5 | -2 | -7 | -2.2 | 3 | 0.1 | 7
O=S(=O)(c1ccc2c(c1)C(O)c1ccccc1CC2)C(F)(F)F (stereo not given) | -0.5 | 3 | -1 | 4 | 6 | -1.1 | -3 | 0.5 | -8
COc1cccc(NC(=O)CN(C)CC(=O)NCc2ccc3c(c2)OCO3)c1 | 6.8 | -3 | -1 | 2 | 3 | -2.9 | 15 | -3.0 | -6
CC(CN1CCNCC1)(NS(=O)(=O)c1ccccc1)c1ccccc1 (stereo not given) | -1.9 | -4 | -2 | -1 | -12 | -4.6 | -13 | -0.6 | -1
Cc1ccc(C(c2sc3ncnn3c2O)N2CCCCC2)cc1 (stereo not given) | -1.2 | -9 | -4 | -2 | -5 | -4.3 | 4 | 1.3 | 1
CCOC(=O)Cc1c(C)nc2c(C#N)c(C)nn2c1C | 1.5 | -4 | 46* | 1 | 0 | -3.7 | 0 | -0.6 | -5
Cc1ccc(-c2nn(-c3ccccc3)cc2CN(Cc2ccccc2)C(=O)CCC(=O)O)o1 | -1.9 | -16 | 14 | -4 | 1 | -3.2 | 6 | 5.4 | 0
COc1ccccc1NC(=O)CN1CCN(c2ccccn2)CC1 | nt | -1 | -6 | -4 | 3 | -3.4 | -14 | -5.0 | 6
COc1cccc(C(=O)CN2C3=NCCCN3c3ccccc32)c1 | 0.2 | nt | -9 | 5 | -6 | -1.0 | -1 | 2.0 | -2
CCCCCn1c(CNC(C)=O)nc2ccccc21 | 0.1 | -4 | -5 | -10 | 8 | -1.8 | 2 | 1.2 | -5
COc1ccc(CCNC(=O)C(C)n2nc(C)n3c(cc4occc43)c2=O)cc1OC (stereo not given) | 1.1 | 7 | -1 | 4 | 2 | -0.5 | -5 | -3.8 | 3
COc1cc(CCN(C(C)=O)C2C(=O)Nc3ccccc3N=C2c2ccc3c(c2)OCO3)cc(OC)c1 (stereo not given) | 1.7 | -6 | -3 | nt | 0 | -3.3 | nt | nt | nt
COc1ccc(N2CCN(C(=O)COC(=O)CCOc3ccccc3C)CC2)cc1 | -0.2 | -4 | 0 | 3 | -4 | -2.4 | 2 | -1.9 | 16
CCN(CC)CCNc1nc2ccccc2n1C | -1.1 | 2 | 3 | 7 | -15 | -1.9 | -3 | -1.2 | -3
COc1ccccc1C(=O)Nc1ccc(N2CCN(Cc3ccccc3)CC2)cc1 | -0.6 | 2 | -2 | 0 | 3 | -0.1 | 5 | 1.1 | 3
COc1cccc(CN2CCN(Cc3nc4c(s3)CCCC4)CC2CCO)c1 (stereo not given) | nt | -15 | -1 | 5 | 4 | -0.5 | 0 | 0.4 | -6
C[C@@H](C(=O)NCC1CC1)[C@H]1C[C@]1(C)[C@H](NC(=O)OCc1ccccc1)c1ccccc1 | -0.8 | -3 | 4 | 5 | 2 | -0.5 | 12 | -0.1 | -8
O=C(CN1CCCCC1)Nc1scc2c1c(=O)oc1ccccc12 | -2.2 | ? | 0 | -5 | -5 | -0.2 | 19 | -2.1 | -7
Cn1c(SCC(=O)Nc2cccc3ccccc23)nc(O)cc1=O | nt | -2 | -1 | 2 | 0 | 1.4 | 7 | -1.6 | -7
COCCNC(=O)c1ccc(CSc2nc3ccccc3s2)cc1 | 0.4 | -3 | -1 | 1 | 4 | -1.5 | -5 | -1.2 | -19
COc1cc(OC)nc(Nc2nc(C(N)COCc3ccccc3)cs2)n1 (stereo not given) | -0.1 | -15 | -4 | nt | -26 | -5.4 | 5 | nt | nt
O=C(Nc1ccccc1)C1CCCN(C(=O)c2ccc(Cl)cc2)C1 (stereo not given) | nt | -4 | -2 | 12 | 0 | 1.4 | 5 | -1.5 | -3
COc1ccc(NC(=O)C2Cc3c(-c4ccc(NC(C)=O)cc4)ccnc3O2)cc1OC (stereo not given) | -0.3 | -18 | 4 | nt | 0 | 0.2 | 3 | nt | nt
O=C(CCC(=O)OCC(=O)c1ccc(F)cc1)NC1CCCCC1 | -2.3 | nt | 7 | 4 | -1 | -0.6 | 5 | -6.7 | 6
CCn1c2ccccc2c2nc3cc(OC)c(OC)cc3nc21 | nt | 32 | 9 | 1 | 0 | -2.4 | 7 | -0.8 | -14
O=C(CN1C2CCCC1CC(NC(=O)c1ccccc1)C2)Nc1ccccc1 (stereo not given) | -0.9 | 1 | -7 | 1 | -4 | nt | -3 | 0.5 | -10

Arranged by count of non-hydrogen atoms (descending): four of the compounds above
SMILES | Mtb BioA inh | BoNT-F LC inh | Mtb FBA inh | MazEF act | PrPC surface inh | FadD28 binding | GDH-TPI inh | UGM FP inh | Rv3671c protease
C[C@@H](C(=O)NCC1CC1)[C@H]1C[C@]1(C)[C@H](NC(=O)OCc1ccccc1)c1ccccc1 | -0.8 | -3 | 4 | 5 | 2 | -0.5 | 12 | -0.1 | -8
COc1ccccc1C(=O)Nc1ccc(N2CCN(Cc3ccccc3)CC2)cc1 | -0.6 | 2 | -2 | 0 | 3 | -0.1 | 5 | 1.1 | 3
COc1cccc(CN2CCN(Cc3nc4c(s3)CCCC4)CC2CCO)c1 (stereo not given) | nt | -15 | -1 | 5 | 4 | -0.5 | 0 | 0.4 | -6
COCCNC(=O)c1ccc(CSc2nc3ccccc3s2)cc1 | 0.4 | -3 | -1 | 1 | 4 | -1.5 | -5 | -1.2 | -19

Next section:
SMILES | Mtb BioA inh | BoNT-F LC inh | Mtb FBA inh | MazEF act | PrPC surface inh | FadD28 binding | GDH-TPI inh | UGM FP inh | Rv3671c protease
CCCc1cc(=O)oc2cc(C)cc(OC(C)C(=O)NCc3ccncc3)c12 (stereo not given) | 2.9 | 4 | 58* | 16 | 4 | -0.3 | 5 | 0.5 | -7
CN(CC(=O)Nc1ccc(Cl)cc1)CC(=O)Nc1cc(Cl)ccc1C#N | 2.5 | -9 | 1 | -8 | 8 | -3.3 | 5 | 0.0 | -5
O=C(Nc1ccc2c(c1)OCO2)c1c(Cl)nc2sccn12 | 0.6 | -1 | 2 | 1 | -5 | -2.6 | -9 | 1.6 | -6
CC(Sc1ccsc1[N+](=O)[O-])C(=O)N1CCN(c2ccccn2)CC1 (stereo not given) | 1.5 | -3 | -4 | 1 | -2 | -4.1 | 1 | 1.3 | 3
N#C/C(=C\c1ccc(-c2ccc([N+](=O)[O-])cc2Br)o1)C(=O)N1CCN(c2ccccc2)CC1 | nt | 6 | -5 | -5 | -2 | -0.5 | 4 | 1.3 | -4
CC1Cn2c(nc3sc4c(c3c2=O)CC(C)(C)OC4)N1CCO (stereo not given) | 0.6 | -13 | 0 | 4 | 4 | -1.0 | 2 | -0.6 | nt
CCOC(=O)c1[nH]c2ccc(OCC)cc2c1NC(=O)CN1CCN(c2ccccc2)CC1 | -0.6 | -22 | 13 | 5 | -2 | -2.0 | -6 | -1.0 | -1
COC(=O)c1cc(S(=O)(=O)N2CCOCC2)ccc1Sc1ccccc1N | 8.3 | -10 | 3 | -3 | 9 | -0.5 | 5 | 2.8 | 10
O=C(CCCC(=O)N(CC(=O)NC1CCCCC1)Cc1ccc2c(c1)OCO2)Nc1ccccn1 | -1.8 | -8 | 0 | -8 | -3 | -0.8 | 1 | 1.5 | -1
COC(=O)c1ccccc1NC(=S)NC(=O)c1ccc2c(c1)OCO2 | -0.7 | -2 | 2 | -2 | -6 | -3.8 | 10 | 1.5 | nt
O=C(N/N=C/c1ccccc1C(=O)O)C(=O)N1CCCCC1 | 0.4 | -2 | 1 | 15 | -3 | -2.6 | -1 | 0.4 | -5
CCCSc1nnc(-c2ccccc2NC(=O)CC)c(=O)[nH]1 | -1.1 | -9 | -1 | 9 | 4 | -1.1 | 10 | -1.2 | -6

Reprinted from the part before: 6 entries, followed by the next part.
SMILES | Mtb BioA inh | BoNT-F LC inh | Mtb FBA inh | MazEF act | PrPC surface inh | FadD28 binding | GDH-TPI inh | UGM FP inh | Rv3671c protease
CCOC(=O)c1[nH]c2ccc(OCC)cc2c1NC(=O)CN1CCN(c2ccccc2)CC1 | -0.6 | -22 | 13 | 5 | -2 | -2.0 | -6 | -1.0 | -1
COC(=O)c1cc(S(=O)(=O)N2CCOCC2)ccc1Sc1ccccc1N | 8.3 | -10 | 3 | -3 | 9 | -0.5 | 5 | 2.8 | 10
O=C(CCCC(=O)N(CC(=O)NC1CCCCC1)Cc1ccc2c(c1)OCO2)Nc1ccccn1 | -1.8 | -8 | 0 | -8 | -3 | -0.8 | 1 | 1.5 | -1
COC(=O)c1ccccc1NC(=S)NC(=O)c1ccc2c(c1)OCO2 | -0.7 | -2 | 2 | -2 | -6 | -3.8 | 10 | 1.5 | nt
O=C(N/N=C/c1ccccc1C(=O)O)C(=O)N1CCCCC1 | 0.4 | -2 | 1 | 15 | -3 | -2.6 | -1 | 0.4 | -5
CCCSc1nnc(-c2ccccc2NC(=O)CC)c(=O)[nH]1 | -1.1 | -9 | -1 | 9 | 4 | -1.1 | 10 | -1.2 | -6
CCC(=O)N=c1sc2ccccc2n1-c1ccccc1 | nt | 0 | 2 | -4 | -2 | -3.9 | 1 | -1.1 | -1
COC(=O)c1cc2c(N)c(C(=O)c3ccc(Cl)cc3)sc2nc1C(OC)OC | nt | ? | -3 | 6 | -16 | -3.8 | -6 | 2.7 | -2
CSCCC(NC(=O)c1ccco1)C(=O)N1CC(C)OC(C)C1 (stereo not given) | -3.8 | -1 | 0 | -8 | 0 | 1.0 | 4 | -2.9 | -8
CCOc1cc(/C=N/NC(=O)c2cccs2)cc([N+](=O)[O-])c1O | 2.4 | -4 | -10 | 2 | -21 | -0.4 | 23 | nt | nt
O=c1oc(-c2ccccc2NS(=O)(=O)c2ccc3ccccc3c2)nc2ccccc12 | -4.2 | -8 | 0 | -3 | 1 | -9.2 | 7 | 3.4 | -15
Cc1cc(=O)[nH]c(-n2ncc(C#N)c2N)n1 | -1.2 | -6 | 1 | 6 | 2 | 0.5 | -4 | 1.0 | -4
CC(=O)NC(C)CCc1ccccc1 (stereo not given) | nt | 6 | 0 | -3 | -5 | 0.1 | 10 | 1.4 | 9
O=C(NC(c1ccccc1)C(Cl)(Cl)Cl)c1ccccc1 (stereo not given) | -0.7 | -6 | 0 | 2 | 3 | -0.5 | 8 | 2.3 | 3
O=C(O)c1ccc(N/N=C/c2c[nH]c3ccccc23)cc1 | -0.9 | -9 | 3 | 7 | -10 | 3.0 | 20 | -1.2 | -8
O/N=C(/c1ccccc1)c1cc2cc(Br)cc(Br)c2o1 | -1.0 | 10 | 0 | -15 | 1 | 1.0 | 5 | 2.8 | -11

Screening results: PubChem, several laboratories
